Compound activity (PubChem BioAssay)
DENV2 CPE rescue: inhibitors of DENV2 cytopathic effect, primary screen, cell-based, plate reader, single concentration. DENV2-infected cells, cytopathic effect rescue. AID 651640, 2012. CPE inhibition, % at 9.99 µM. 350,000 compounds, 1.7% hits; in the data active means CPE inhibition above about 20%, passing the limit was not always enough; inconclusive means no clear call, values can overlap the other calls; tested in BHK-21 cells;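 further: 0% = median of neutral control wells and 100% = median of positive control wells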
S100A4 MyoIIA: inhibitors of S100A4-myosin IIA peptide binding, primary screen, biochemical, fluorescence polarization, TAMRA-MyoIIA peptide; inhibition, % at 10.7 µM; 360,000 compounds, 0.14% hits; AID 652163, 2013;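 active means mean inhibition of at least 70% across replicates, with every replicate also reaching that level; inconclusive means mean inhibition reaches 70% but some replicates fall short; inactive means mean inhibition below 70%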
Target sequence (P26447 whole entry, looked up): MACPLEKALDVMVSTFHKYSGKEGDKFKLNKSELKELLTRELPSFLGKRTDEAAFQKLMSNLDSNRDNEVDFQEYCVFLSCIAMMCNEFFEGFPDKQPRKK
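System – human S100A4 monomer protein, biochemical binding assay · Buffer or medium – Calcium-containing HEPES buffer, pH 7.2 · Timing – 5 min between mix addition and reading · Also added – TAMRA-labelled myosin IIA heavy-chain peptide probe, 5 nM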
PglD DTNB: C. jejuni PglD acetyltransferase inhibitors, primary screen, biochemical, DTNB colorimetric, single point. purified PglD enzyme, DTNB colorimetric CoA detection. UDP-N-acetylbacillosamine N-acetyltransferase PglD (Campylobacter jejuni). inhibition, % at 12.5 µM. 360,000 compounds, 0.098% hits; in the data active means inhibition above about 16%, passing the limit was not always enough; inconclusive means no clear call, values can overlap the other calls; further: strong numbers were not always called active
E-selectin induc: E-selectin induction in HUVECs, primary screen, imaging, HUVEC, immunofluorescence imaging, single point; activation, % at 7.58 µM; 260,000 compounds, 0.37% hits; P16581; AID 686992, 2013; normalized: neutral wells 0, TNF-alpha wells 100;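 active means mean E-selectin-positive cell signal at least 10% of the positive control, reached in at least 60% of replicates, without over 20% cell loss; inconclusive means no rule given, readout overlaps actives, possibly toxicity-flagged; inactive means the rest, including those meeting only one limit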;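 further: in these data hits start at about 27%; measured in HUVEC primary endothelial cells; signal is the percent of cells scored E-selectin positive by PE staining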
Target sequence (P16581 whole entry, looked up): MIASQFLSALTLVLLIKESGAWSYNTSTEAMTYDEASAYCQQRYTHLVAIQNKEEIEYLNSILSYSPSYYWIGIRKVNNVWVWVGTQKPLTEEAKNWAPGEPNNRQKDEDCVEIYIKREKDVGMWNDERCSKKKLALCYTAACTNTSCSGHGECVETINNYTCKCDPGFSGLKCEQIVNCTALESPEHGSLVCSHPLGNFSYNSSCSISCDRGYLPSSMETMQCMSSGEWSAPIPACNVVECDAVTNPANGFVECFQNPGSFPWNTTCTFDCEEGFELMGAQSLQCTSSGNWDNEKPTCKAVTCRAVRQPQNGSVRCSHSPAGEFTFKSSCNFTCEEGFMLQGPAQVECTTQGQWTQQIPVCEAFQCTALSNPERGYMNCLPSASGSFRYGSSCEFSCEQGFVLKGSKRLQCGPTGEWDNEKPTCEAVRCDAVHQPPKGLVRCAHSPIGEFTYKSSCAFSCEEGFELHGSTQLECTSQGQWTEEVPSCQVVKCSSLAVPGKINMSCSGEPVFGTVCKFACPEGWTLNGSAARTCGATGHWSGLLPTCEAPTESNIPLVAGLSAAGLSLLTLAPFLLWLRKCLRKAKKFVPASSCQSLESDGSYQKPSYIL
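Assay system: HUVEC, human umbilical vein endothelial cells / Amount: 3,000 HUVEC/well / Controls: TNF-alpha positive control, DMSO neutral control / Compound dosing: single concentration / Medium: EGM-2 over gelatin coat / Evaluation: percent E-selectin-positive cells / Signal: immunofluorescence imaging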
ERp5 block: inhibitors of ERp5-driven insulin aggregation, primary screen, biochemical, turbidity, absorbance 650 nm, single point | AID 651711, 2012 | Protein disulfide-isomerase A6 (Homo sapiens), Q15084 | inhibition, % at 9.99 µM | 350,000 compounds, 0.05% hits | 90 min;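 active means mean replicate inhibition above about 25%, with every replicate also reaching it, limit read from the data, passing the limit was not always enough; inconclusive means only one of those two criteria met; inactive means neither criterion met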
SIRT5 block: SIRT5 desuccinylase inhibitors, primary screen, biochemical, fluorescence imaging, single point, set 5; NAD-dependent protein deacylase sirtuin-5, mitochondrial (Homo sapiens), Q9NXA8; Purified SirT5, succinyl-peptide AMC, trypsin-coupled fluorescence; inhibition, % at 15 µM; 330,000 compounds, 1.1% hits; AID 652115, 2013; in the data active means inhibition above about 15%; inconclusive means no clear call, values can overlap the other calls
Target sequence (Q9NXA8 whole entry, looked up): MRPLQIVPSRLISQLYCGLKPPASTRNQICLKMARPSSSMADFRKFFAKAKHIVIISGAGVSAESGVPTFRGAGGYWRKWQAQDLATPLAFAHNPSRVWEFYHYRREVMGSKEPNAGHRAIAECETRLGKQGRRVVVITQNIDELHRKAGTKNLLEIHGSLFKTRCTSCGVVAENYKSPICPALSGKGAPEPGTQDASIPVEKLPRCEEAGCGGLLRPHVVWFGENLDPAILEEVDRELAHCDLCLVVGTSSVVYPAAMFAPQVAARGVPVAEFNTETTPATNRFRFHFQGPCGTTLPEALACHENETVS
C2C12 statin: suppressors of statin myotoxicity in C2C12 myotubes, primary screen, cell-based, single point, plate reader; C2C12 myotubes + simvastatin, ATP luminescence, 48 h; scaled: DMSO 0, geranylgeraniol control 100; 330,000 compounds, 0.78% hits; rescue of ATP level, % at 7.49 µM;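 active means mean ATP rescue above about 67%, or every replicate alone reaching that limit, limit read from the data, passing the limit was not always enough; inconclusive means no clear call, values can overlap the other calls; inactive means mean under the limit and some replicate under it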;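 further: myotubes were challenged with 10 µM simvastatin during compound exposure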
* marks the source's active call; other numbers are inactive results. An excerpt; count on the stated rates, not on these rows.

What do the screens show for `COc1ccc(CCN(C)CC(=O)Nc2ccc(F)c(Cl)c2)cc1OC`?
DENV2 CPE rescue: 3; S100A4 MyoIIA: 2; PglD DTNB: 0; ERp5 block: -3; SIRT5 block: -3; C2C12 statin: 31

Results for O=C(COc1ccccc1F)NCc1nc2ccccc2[nH]1 ?
DENV2 CPE rescue: 9; S100A4 MyoIIA: 0; PglD DTNB: -3; ERp5 block: -15; SIRT5 block: -3; C2C12 statin: 8

Results for O=C(Nc1nc(-c2ccco2)c(-c2ccco2)s1)C1CCC1 ?
DENV2 CPE rescue: -12; S100A4 MyoIIA: -7; PglD DTNB: -4; ERp5 block: -4

How did C=CCN1C(=O)[C@@]2(O[C@@H](CCO)[C@H]([Si](C)(C)c3ccc(OC)cc3)[C@H]2C)c2cc(N3CCC3=O)ccc21 do in these assays?
DENV2 CPE rescue: -5; S100A4 MyoIIA: -1; PglD DTNB: 0; ERp5 block: -2; SIRT5 block: 2

How did Cc1ccc(NC(=O)CSc2cn[nH]n2)cc1 do in these assays?
DENV2 CPE rescue: -5; S100A4 MyoIIA: -4; PglD DTNB: -3; E-selectin induc: 0.0; ERp5 block: 4; SIRT5 block: 0; C2C12 statin: 12

What do the screens show for `O=C1CCCN1CC(O)CS(=O)(=O)Cc1ccc(Cl)cc1` (stereo not drawn)?
DENV2 CPE rescue: 1; S100A4 MyoIIA: 2; PglD DTNB: 0; E-selectin induc: 6.0; ERp5 block: -2; SIRT5 block: -5

Results for CCOC(=O)C1(Cc2ccccc2C)CCCN(S(=O)(=O)CC)C1 (stereo not drawn) ?
DENV2 CPE rescue: 8; S100A4 MyoIIA: -2; PglD DTNB: 4; ERp5 block: 1; SIRT5 block: -3; C2C12 statin: 3

Results for O=C(NCC(=O)N1CCN(C(=O)c2ccccc2)CC1)c1ccccc1 ?
DENV2 CPE rescue: 9; S100A4 MyoIIA: 1; PglD DTNB: 5; E-selectin induc: -0.4; ERp5 block: 7; SIRT5 block: -4; C2C12 statin: 9

How did CC1CCN(Cc2c(C(=O)N/N=C/c3ccc(C(C)(C)C)cc3)nnn2-c2nonc2N)CC1 do in these assays?
DENV2 CPE rescue: 6; S100A4 MyoIIA: 0; PglD DTNB: -2; E-selectin induc: 2.1; ERp5 block: -5; SIRT5 block: -4; C2C12 statin: -51

What do the screens show for `COc1cccc(Sc2nc(-c3ccccc3)ncc2S(C)(=O)=O)c1`?
DENV2 CPE rescue: 1; S100A4 MyoIIA: -5; PglD DTNB: -1; ERp5 block: 0; SIRT5 block: 0; C2C12 statin: 26

How did Cc1ccc(S(=O)(=O)Nc2ccc(C(=O)NCCCN3CCOCC3)cc2)cc1[N+](=O)[O-] do in these assays?
DENV2 CPE rescue: 3; S100A4 MyoIIA: -4; E-selectin induc: 2.3; ERp5 block: 6; SIRT5 block: -3; C2C12 statin: -5

How did Cc1ccc(S(=O)(=O)N(C)CCCC(=O)Nc2ccc(F)cc2)cc1 do in these assays?
DENV2 CPE rescue: -7; S100A4 MyoIIA: 0; PglD DTNB: -3; E-selectin induc: 0.7; ERp5 block: 5; SIRT5 block: -5; C2C12 statin: 0

Results for O=C(c1ccc2c(c1)OCO2)N1CCN(S(=O)(=O)N2CCCCC2)CC1 ?
DENV2 CPE rescue: 2; S100A4 MyoIIA: 7; PglD DTNB: -2; E-selectin induc: 0.1; ERp5 block: -3; C2C12 statin: 14

What do the screens show for `C[C@H]1CN([C@@H](C)CO)C(=O)Cc2cc(NC(=O)c3ccncc3)ccc2O[C@H]1CN(C)C(=O)Nc1cccc2ccccc12`?
DENV2 CPE rescue: 15; S100A4 MyoIIA: -18; PglD DTNB: 5; E-selectin induc: 0.2; ERp5 block: 1; SIRT5 block: -4; C2C12 statin: 23

How did C[C@@H]1CCCCO[C@@H](CN(C)CC2CCCCC2)[C@H](C)CN([C@@H](C)CO)C(=O)c2cc(NC(=O)Nc3ccc(C(F)(F)F)cc3)ccc2O1 do in these assays?
DENV2 CPE rescue: -1; S100A4 MyoIIA: -18; PglD DTNB: 0; E-selectin induc: 0.5; ERp5 block: -6; SIRT5 block: -1

How did O=C(NCCc1ccc(C(F)(F)F)cc1)C1COc2ccccc2O1 (stereo not drawn) do in these assays?
DENV2 CPE rescue: 4; S100A4 MyoIIA: -1; PglD DTNB: 8; E-selectin induc: 0.0; ERp5 block: 1; SIRT5 block: 1; C2C12 statin: -4

What do the screens show for `CCN(CC)CCCNC(=O)c1cc(-c2ccc(O)cc2)on1`?
DENV2 CPE rescue: -2; S100A4 MyoIIA: 1; PglD DTNB: 0; E-selectin induc: 2.8; ERp5 block: -3; SIRT5 block: 2; C2C12 statin: -7

How did C[C@H](CO)N1C[C@H](C)[C@@H](CN(C)C)Oc2ccc(NC(=O)CCCCCC(=O)Nc3ccccc3N)cc2C1=O do in these assays?
DENV2 CPE rescue: inconclusive; S100A4 MyoIIA: 11; PglD DTNB: 7; E-selectin induc: -1.2; ERp5 block: 2; C2C12 statin: -13

What do the screens show for `OC(c1ccc(-c2ccccc2)cc1)c1ncc(-c2ccc(C(F)(F)F)cc2)[nH]1` (stereo not drawn)?
DENV2 CPE rescue: -1; S100A4 MyoIIA: 25; PglD DTNB: 5; E-selectin induc: -1.4; ERp5 block: 7; SIRT5 block: -2

Results for C[C@H](CO)N1C[C@H](C)[C@@H](CN(C)S(=O)(=O)c2ccc(Cl)cc2)Oc2ccc(NC(=O)CCCN(C)C)cc2C1=O ?
DENV2 CPE rescue: -7; S100A4 MyoIIA: 2; PglD DTNB: -2; E-selectin induc: 1.0; ERp5 block: 3; SIRT5 block: -4; C2C12 statin: -22

Results for C[C@@H]1CN([C@H](C)CO)C(=O)Cc2cc(NC(=O)C3CC3)ccc2O[C@@H]1CN(C)CC1CCCCC1 ?
DENV2 CPE rescue: -5; S100A4 MyoIIA: -13; PglD DTNB: 1; E-selectin induc: -0.3; ERp5 block: -2; SIRT5 block: -1; C2C12 statin: 1

How did CCCCN1CC(=O)N2[C@H](c3ccc(Cl)cc3)[C@@H]3C(=O)N(CC)C(=O)[C@@H]3[C@]2(Cc2ccccc2)C1=O do in these assays?
DENV2 CPE rescue: -8; S100A4 MyoIIA: -5; PglD DTNB: -3; E-selectin induc: 0.0; ERp5 block: -2; SIRT5 block: -4; C2C12 statin: 3

How did CCOc1ccc(NC(=O)C2CCC(CNc3c(N4CCOCC4)c(=O)c3=O)CC2)cc1 (stereo not drawn) do in these assays?
DENV2 CPE rescue: 1; S100A4 MyoIIA: 0; PglD DTNB: 1; E-selectin induc: 0.2; ERp5 block: -4; SIRT5 block: -2; C2C12 statin: -6

What do the screens show for `CCCc1nnc(NC(=O)CCC(=O)N2CCN(c3nc(C)cc(C)n3)CC2)s1`?
DENV2 CPE rescue: 3; S100A4 MyoIIA: -2; ERp5 block: 1; SIRT5 block: -1

What do the screens show for `COc1ccccc1/C=C1\SC(=S)N(CCC(=O)NCCCn2ccnc2)C1=O`?
DENV2 CPE rescue: 4; S100A4 MyoIIA: 1; PglD DTNB: 2; E-selectin induc: -1.3; SIRT5 block: 8; C2C12 statin: 7

Results for COc1ccc(NC2=C3CC(C)CC=C3N(c3ccc(OC)cc3)C2=O)cc1 (stereo not drawn) ?
DENV2 CPE rescue: 10; S100A4 MyoIIA: -6; PglD DTNB: -2; ERp5 block: 1; SIRT5 block: -4; C2C12 statin: 7

Results for CC(C)[C@@H](C(=O)N[C@@H](C(=O)O)c1ccccc1)N1C(=O)N2CCc3c([nH]c4ccccc34)[C@@]2(C)C1=O ?
DENV2 CPE rescue: 11; S100A4 MyoIIA: 4; PglD DTNB: -1; ERp5 block: -2; SIRT5 block: 2; C2C12 statin: 7

How did C=CCOc1ccn(C)c(=O)n1 do in these assays?
DENV2 CPE rescue: 14; S100A4 MyoIIA: 0; E-selectin induc: -0.1; ERp5 block: -2; SIRT5 block: -2

How did Cc1c(NC(=O)c2ccc(Br)s2)c(=O)n(-c2ccccc2)n1C do in these assays?
DENV2 CPE rescue: 6; S100A4 MyoIIA: -11; PglD DTNB: -2; E-selectin induc: -0.1; ERp5 block: 0; SIRT5 block: -1; C2C12 statin: 4

Results for CCC(=O)N[C@@H]1C=C[C@@H](CC(=O)NCc2cc(F)cc(F)c2)O[C@@H]1CO ?
DENV2 CPE rescue: 4; PglD DTNB: 2; E-selectin induc: -0.1; ERp5 block: 14; SIRT5 block: -1; C2C12 statin: 4

Results for C[C@H]1CN([C@@H](C)CO)C(=O)c2cc(NC(=O)c3ccncc3)ccc2O[C@H]1CN(C)Cc1ccccc1 ?
DENV2 CPE rescue: 11; S100A4 MyoIIA: 21; PglD DTNB: -1; E-selectin induc: 0.4; ERp5 block: 4; SIRT5 block: -2; C2C12 statin: -1

How did CN(C)CCCCNC(=O)[C@@H]1C[C@@H]2C(=O)N[C@@H](CCCCN(C)C)C(=O)N2[C@@H]1c1ccc(O)cc1 do in these assays?
DENV2 CPE rescue: 13; S100A4 MyoIIA: 6; PglD DTNB: 11; ERp5 block: -3; SIRT5 block: -3

Results for O=C(Cc1ccc(Cl)cc1)OCc1nnc(-c2ccccc2)o1 ?
DENV2 CPE rescue: 17; S100A4 MyoIIA: 2; PglD DTNB: -5; ERp5 block: -4; SIRT5 block: 0; C2C12 statin: 0

How did C[C@H](CO)N1C[C@H](C)[C@H](CN(C)C)Oc2ccc(NC(=O)CCC(F)(F)F)cc2C1=O do in these assays?
DENV2 CPE rescue: 10; S100A4 MyoIIA: -35; PglD DTNB: 7; ERp5 block: -11; SIRT5 block: -2; C2C12 statin: -12

What do the screens show for `C[C@@H]1CN([C@H](C)CO)C(=O)c2cc(NC(=O)Nc3cccc4ccccc34)ccc2O[C@@H]1CN(C)Cc1ccc(C(=O)O)cc1`?
PglD DTNB: -1; E-selectin induc: 17; C2C12 statin: 0

By substructure: the entries above with an aryl methoxy group (five)
What do the screens show for `COc1ccc(CCN(C)CC(=O)Nc2ccc(F)c(Cl)c2)cc1OC`?
DENV2 CPE rescue: 3; S100A4 MyoIIA: 2; PglD DTNB: 0; ERp5 block: -3; SIRT5 block: -3; C2C12 statin: 31

How did C=CCN1C(=O)[C@@]2(O[C@@H](CCO)[C@H]([Si](C)(C)c3ccc(OC)cc3)[C@H]2C)c2cc(N3CCC3=O)ccc21 do in these assays?
DENV2 CPE rescue: -5; S100A4 MyoIIA: -1; PglD DTNB: 0; ERp5 block: -2; SIRT5 block: 2

What do the screens show for `COc1cccc(Sc2nc(-c3ccccc3)ncc2S(C)(=O)=O)c1`?
DENV2 CPE rescue: 1; S100A4 MyoIIA: -5; PglD DTNB: -1; ERp5 block: 0; SIRT5 block: 0; C2C12 statin: 26

What do the screens show for `COc1ccccc1/C=C1\SC(=S)N(CCC(=O)NCCCn2ccnc2)C1=O`?
DENV2 CPE rescue: 4; S100A4 MyoIIA: 1; PglD DTNB: 2; E-selectin induc: -1.3; SIRT5 block: 8; C2C12 statin: 7

Results for COc1ccc(NC2=C3CC(C)CC=C3N(c3ccc(OC)cc3)C2=O)cc1 (stereo not drawn) ?
DENV2 CPE rescue: 10; S100A4 MyoIIA: -6; PglD DTNB: -2; ERp5 block: 1; SIRT5 block: -4; C2C12 statin: 7
